# Source: PubChem BioAssay (The Scripps Research Institute Molecular Screening Center)
# IDE cell inh – inhibitors of human insulin-degrading enzyme in cells. P14735. HEK cells, FAbetaB cleavage, fluorescence polarization. inhibition, % at 5.59 µM. 0.41% of 320,000 active. AID 434962;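 active means percent inhibition above the average of all tested compounds plus 3 SD, set per screening campaign, cut at about 16% in these data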;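 further: IDE supplied by intact live HEK cells; FP after avidin binding of uncleaved biotin substrate so inhibition keeps polarization high; 0% = DMSO wells and 100% = 60 µM reference IDE inhibitor Ii1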
# Target sequence (P14735 whole entry, looked up): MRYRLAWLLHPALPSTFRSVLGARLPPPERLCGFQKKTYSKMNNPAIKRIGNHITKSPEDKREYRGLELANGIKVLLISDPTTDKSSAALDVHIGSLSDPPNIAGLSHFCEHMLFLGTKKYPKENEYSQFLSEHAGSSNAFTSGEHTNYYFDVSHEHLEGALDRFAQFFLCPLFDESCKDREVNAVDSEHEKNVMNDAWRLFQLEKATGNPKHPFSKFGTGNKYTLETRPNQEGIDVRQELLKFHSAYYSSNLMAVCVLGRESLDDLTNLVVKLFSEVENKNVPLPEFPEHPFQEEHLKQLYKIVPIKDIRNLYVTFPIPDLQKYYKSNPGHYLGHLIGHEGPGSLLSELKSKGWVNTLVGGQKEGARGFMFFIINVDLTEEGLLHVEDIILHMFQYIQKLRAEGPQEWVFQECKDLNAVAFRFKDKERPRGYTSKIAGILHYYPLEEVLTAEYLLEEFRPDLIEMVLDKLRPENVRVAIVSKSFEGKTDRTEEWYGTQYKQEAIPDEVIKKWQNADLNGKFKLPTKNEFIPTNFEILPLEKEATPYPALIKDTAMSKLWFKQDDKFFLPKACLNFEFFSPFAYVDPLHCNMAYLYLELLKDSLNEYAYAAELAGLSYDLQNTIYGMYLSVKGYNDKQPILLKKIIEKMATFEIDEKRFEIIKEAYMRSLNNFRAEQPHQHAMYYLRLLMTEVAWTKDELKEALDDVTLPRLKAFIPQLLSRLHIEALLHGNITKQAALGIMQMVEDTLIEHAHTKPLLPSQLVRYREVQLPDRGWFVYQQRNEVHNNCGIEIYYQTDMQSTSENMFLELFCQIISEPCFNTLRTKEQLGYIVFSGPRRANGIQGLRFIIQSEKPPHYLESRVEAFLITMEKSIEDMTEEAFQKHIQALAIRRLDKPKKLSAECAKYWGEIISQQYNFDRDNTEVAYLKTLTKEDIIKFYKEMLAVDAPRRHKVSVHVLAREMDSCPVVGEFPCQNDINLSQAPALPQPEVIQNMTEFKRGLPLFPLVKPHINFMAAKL
# IDE act – boosts human insulin-degrading enzyme activity in HEK cells; FAbeta-B cleavage, fluorescence polarization; 0% vehicle, 100% cell-free pure enzyme wells; P14735; activation, % at 5.96 µM; 0.073% of 340,000 active;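 active means activation above the mean of all tested compounds plus 3 SD, set per screening campaign, cut at about 17% in these data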
# * hit, by the source's call.
# A first look, five compounds:
IDE act	IDE cell inh	SMILES
3	-4	O=C(NCCCN1CCOCC1)c1nn(-c2ccccc2)c(=O)c2ccccc12
-1	1	Cc1ccc(NC(=O)c2cccc(S(=O)(=O)N3CCN(c4ccccc4)CC3)c2)nc1
-1	-1	CCC1Nc2ncnc(N3CCN(c4ccccn4)CC3)c2N(Cc2ccc(Br)cc2)C1=O (stereo unspecified)
2	6	Cc1ccc(S(=O)(=O)CCC(=O)Nc2cc(Cl)ccc2-n2cncn2)cc1
3	-4	CCOc1ccc(NS(=O)(=O)c2ccc(C(=O)NNC(=O)c3ccccc3O)cc2)cc1

# All compounds of this part, previewed entries included:
IDE act	IDE cell inh	SMILES
3	-4	O=C(NCCCN1CCOCC1)c1nn(-c2ccccc2)c(=O)c2ccccc12
-1	1	Cc1ccc(NC(=O)c2cccc(S(=O)(=O)N3CCN(c4ccccc4)CC3)c2)nc1
-1	-1	CCC1Nc2ncnc(N3CCN(c4ccccn4)CC3)c2N(Cc2ccc(Br)cc2)C1=O (stereo unspecified)
2	6	Cc1ccc(S(=O)(=O)CCC(=O)Nc2cc(Cl)ccc2-n2cncn2)cc1
3	-4	CCOc1ccc(NS(=O)(=O)c2ccc(C(=O)NNC(=O)c3ccccc3O)cc2)cc1
-5	1	CCCCOc1ccc(C(=O)NCC(=O)NCC(c2cccs2)N2CCOCC2)cc1 (stereo unspecified)
2	-3	NS(=O)(=O)c1ccc(CCNC(=O)CN2C(=O)c3ccccc3S2(=O)=O)cc1
1	-1	Cc1ccc(C)c(NC(=O)CN(C)C(=O)Cn2c(=O)oc3ccccc32)c1
6	-6	Cc1cc(NS(=O)(=O)c2ccc(NC(=O)COc3ccc(C#N)cc3)cc2)nc(C)n1
-3	-2	CC(C)C(NC(=O)c1ccc(Cl)cc1Cl)C(=O)N1CCC1 (stereo unspecified)
4	-1	O=C(/C=C/c1cc(Br)ccc1F)OCC(=O)N1CCOCC1
8	5	CCc1cc(C(=O)N2CCN(S(=O)(=O)c3cc(C)ccc3C)CC2)sc1C
3	3	O=C(NNC(=O)c1ccc(Br)o1)c1csc(N2CCOCC2)n1
0	2	Nc1nccnc1C(=O)OCc1nc2sc3c(c2c(=O)[nH]1)CCCC3
5	-3	Cc1cc(C(=O)NNC(=O)CN2C(=O)NC(C)(c3ccccc3)C2=O)c(C)o1 (stereo unspecified)
5	2	COc1ccc(NC(=O)COC(=O)Cc2c[nH]c3ccccc23)cc1Cl
2	1	O=C(Nc1ccc(Cl)cc1Cl)c1ccc2c(c1)OCCO2
12	-2	CN(C(=O)c1ccccc1C(=O)OCC(=O)c1ccc(Br)cc1)c1ccccc1
4	1	C[C@H]1CN([C@@H](C)CO)C(=O)c2cc(NC(=O)Cc3ccccc3)ccc2O[C@H]1CN(C)Cc1ccccc1
-2	2	CC(C)Cn1c(-c2cccc(S(=O)(=O)N3CCOCC3)c2)n[nH]c1=S
3	-2	CC(C)=CC1C(C(=O)NCCc2ccccc2)C1(C)C (stereo unspecified)
4	-4	COc1ccc(C(=O)C(C)OC(=O)c2nc3nccc(C)n3n2)cc1 (stereo unspecified)
4	2	Cc1ccc(OCC(=O)NC2CCCC(C)C2C)c([N+](=O)[O-])n1 (stereo unspecified)
3	0	Cc1ccc(-c2nnnn2-c2ccccc2C(=O)O)cc1
5	1	O=C(COC(=O)c1ccc(Cl)nc1)Nc1ccc2c(c1)OCCO2
5	-1	Cc1ccnc(NC(=O)c2cccc(S(=O)(=O)Nc3ccc(C)cc3C)c2)c1
3	-2	O=C1C=C(c2ccc3cc[nH]c3c2)C[C@@H](c2ccc3c(c2)OCO3)C1
-1	0	CCOC(=O)C1=C(COC(=O)CCC(=O)c2ccc(C)cc2)NC(=O)NC1C (stereo unspecified)
2	1	O=C(NCC1CCCN1S(=O)(=O)c1cccs1)c1ccc(Cl)cc1 (stereo unspecified)
5	2	Cc1ccc(CSCC(=O)N(C)CC(=O)Nc2ccc(Cl)c(Cl)c2)cc1
5	4	COC(=O)CNC(=O)CN(c1ccc(OC)cc1OC)S(=O)(=O)c1ccccc1
-1	7	Cc1ccc(OCCC(=O)OCC(=O)Nc2ccc(F)cc2)cc1
6	5	COC(=O)C[C@H]1c2ccccc2S(=O)(=O)N1Cc1ccc(OC)cc1
5	7	C=CC[C@@H](CC(=O)N(CCO)Cc1ccccc1)C(=O)N[C@H](COC(=O)[C@@H](CC=C)CC(=O)OC(C)(C)C)c1ccccc1
5	8	Cn1c(CCC(=O)Nc2cc(S(C)(=O)=O)ccc2Cl)nc2cc(S(=O)(=O)N3CCOCC3)ccc21
3	1	COc1ccc(C(=O)NC(=S)NNC(=O)c2ccccc2C)cc1
1	4	Cc1cccc(C)c1NC(=O)CN1C(=O)NC(C)(C2CC2)C1=O (stereo unspecified)
2	5	CC(=O)c1ccc(S(=O)(=O)N2CCN(C(=O)c3ccc(-n4cncn4)c([N+](=O)[O-])c3)CC2)cc1
-2	-3	CCN(C[C@H]1N[C@@](CC)(C(=O)OC)[C@H]2C(=O)N(C)C(=O)[C@@H]12)C(=O)Nc1ccc(C(F)(F)F)cc1
3	-2	COc1ccc(Cl)cc1NC(=O)COc1ccc2c(c1)OCO2

# Part of the list above, with each value named.
O=C1C=C(c2ccc3cc[nH]c3c2)C[C@@H](c2ccc3c(c2)OCO3)C1
  IDE act: 3; IDE cell inh: -2

CCOC(=O)C1=C(COC(=O)CCC(=O)c2ccc(C)cc2)NC(=O)NC1C (stereo unspecified)
  IDE act: -1; IDE cell inh: 0

O=C(NCC1CCCN1S(=O)(=O)c1cccs1)c1ccc(Cl)cc1 (stereo unspecified)
  IDE act: 2; IDE cell inh: 1

Cc1ccc(CSCC(=O)N(C)CC(=O)Nc2ccc(Cl)c(Cl)c2)cc1
  IDE act: 5; IDE cell inh: 2

# The results go on.
IDE act	IDE cell inh	SMILES
-2	-6	O=C1CC2(CCN(C(=O)c3ccccc3Br)CC2)Oc2ccccc21
2	4	CCCCN1C(N)=NC[C@@H]1Cc1ccccc1
-2	3	CN(CC(=O)Nc1cccc(F)c1)C(=O)Cn1c(=O)cnc2ccccc21
4	-2	CC1CCCN(C(=O)CN2C(=O)c3ccccc3S2(=O)=O)C1 (stereo unspecified)
2	6	Cc1cccc(NC(=O)[C@@H]2CCCN2C2=NS(=O)(=O)c3ccccc32)c1C
-2	-2	CC1Oc2cc3oc4c(O)c(O)ccc4c(=O)c3c(O)c2C1(C)C (stereo unspecified)
-2	0	CCN(C[C@H]1N[C@@](C)(C(=O)OC)[C@H]2C(=O)N(C)C(=O)[C@@H]12)C(=O)c1ccc(C)cc1
17	1	CC(C)[C@H](CN1CCC[C@H]1CN1C(N)=NC[C@@H]1Cc1ccccc1)N1C[C@@H](Cc2ccccc2)N(CCc2ccc(Cl)c(Cl)c2)C1=N
8	3	O=C(c1cc(-c2ccc(Br)cc2)nc2ccccc12)N1CCN(c2ccccc2O)CC1
-1	0	O=C(Nc1ccccc1)N1CCC(C(=O)N2CCN(Cc3ccccc3)CC2)CC1
-1	4	O=C(NC(=S)Nc1ccc(Cl)cc1)c1cncc(Br)c1
7	3	O=C(CSc1cccc[n+]1[O-])Nc1ccccc1C(F)(F)F
-3	-2	COc1ccc(C)cc1N1CC(C(=O)Nc2ccccc2N2CCCCC2)CC1=O (stereo unspecified)
0	4	CC(=O)Nc1ccc(S(=O)(=O)N[C@@H](C)C(=O)N2CCN(c3ccccn3)CC2)cc1
1	-3	C=CCNc1cc(=O)n(Cc2ccccc2)c(=O)[nH]1
0	-4	Cc1ccc(OCCNC(=O)CCNS(=O)(=O)c2ccc(Br)cc2)cc1
0	-1	CCOc1ccc(NC(=S)NC(=O)c2cncc(Br)c2)cc1
3	-3	Cc1c(C(=O)N2CCN(C(=O)c3ccccc3)CC2)oc2ccc(F)cc12
5	2	CCCC(=O)Nc1ccc(C(=O)COC(=O)C2CC2C)cc1 (stereo unspecified)
-1	5	O=C(Nc1ccc(Cl)c(S(=O)(=O)N2CCCCC2)c1)c1cccnc1
7	-1	Cc1ccc(CNC(=O)C2CCCC2)cc1
6	1	COC(=O)c1cc(C(=O)NNC(=O)c2ccc3c(c2)OCO3)cc([N+](=O)[O-])c1
-5	5	CCCCN(C(=O)c1ccc(C)o1)c1c(N)n(CCCC)c(=O)[nH]c1=O
6	5	O=C(COC(=O)c1ccccc1Cl)NC1CCCCCC1
16	-1	COC(=O)C1=C(C)N(Cc2ccccc2)C(=NCCc2c[nH]c3ccccc23)N[C@H]1c1cccc(C(F)(F)F)c1
0	1	COc1ccc(NC(=O)Cc2ccc(C)cc2)cc1S(=O)(=O)N1CCCCC1
6	0	O=C(c1cccc(S(=O)(=O)NCc2ccccc2)c1)N1CCCCC1
3	0	CCc1ccc(N2CC(C(=O)OCC(=O)Nc3ccc(C#N)cc3)CC2=O)cc1 (stereo unspecified)
0	-4	O=C(OCC(=O)N1CCc2ccccc21)[C@@H]1CC(O)CN1S(=O)(=O)c1ccccc1[N+](=O)[O-] (stereo partly specified)
2	1	O=C(CCc1nc2ccccc2c(=O)[nH]1)N1CCN(S(=O)(=O)c2ccc(Cl)c(C(F)(F)F)c2)CC1
0	9	O=[N+]([O-])c1ccccc1S(=O)(=O)Nc1cccc(-c2ccc(N3CCOCC3)nn2)c1
3	0	COc1ccccc1NC(=O)CSc1nc(=O)n(CCN2CCOCC2)c2c1CCC2
2	-2	O=C(COC(=O)C1=COCCO1)Nc1ccc(Br)cc1Br
-4	1	O=C(c1ccc(-n2cncn2)c([N+](=O)[O-])c1)N1CCN(S(=O)(=O)c2cccc(F)c2)CC1
3	-3	CCOC(=O)c1sc(NC(=O)CCN2C(=O)C3CCCCC3C2=O)cc1C (stereo unspecified)
0	-6	COc1ccc(C(=O)NC(=S)N2CCN(c3ccccc3O)CC2)cc1
-2	5	COC(=O)C[C@H]1c2cc(F)ccc2S(=O)(=O)N1C(C)C
2	-1	COc1cccc(NS(=O)(=O)c2cc3c4c(c2)CCC(=O)N4CCC3)c1
-1	7	COc1ccc(NC(=O)Nc2ccc3c(c2)C(=O)N([C@H](C)CO)C[C@H](C)[C@@H](CN(C)C(=O)Nc2c(C)noc2C)O3)cc1
4	4	COc1cc(-c2ccc3oc(-c4ccsc4)cc3c2)cc(OC)c1OC

# Copied from the list.
# In IDE cell inh, `COc1ccc(C(=O)NC(=S)NNC(=O)c2ccccc2C)cc1` is listed with 1
# In IDE cell inh, `O=C(NNC(=O)c1ccc(Br)o1)c1csc(N2CCOCC2)n1` is listed with 3
# In IDE cell inh, `O=C1C=C(c2ccc3cc[nH]c3c2)C[C@@H](c2ccc3c(c2)OCO3)C1` is listed with -2
# In IDE act, `O=C(NCCCN1CCOCC1)c1nn(-c2ccccc2)c(=O)c2ccccc12` is listed with 3
# In IDE cell inh, `CN(CC(=O)Nc1cccc(F)c1)C(=O)Cn1c(=O)cnc2ccccc21` is listed with 3
# In IDE act, `CCc1cc(C(=O)N2CCN(S(=O)(=O)c3cc(C)ccc3C)CC2)sc1C` is listed with 8

# (listing goes on)
IDE act	IDE cell inh	SMILES
-4	7	C[C@@H]1CN([C@H](C)CO)C(=O)c2cc(NC(=O)Cc3cn(C)c4ccccc34)ccc2O[C@H]1CN(C)S(=O)(=O)c1ccc(F)cc1
3	-4	COc1ccc(-c2oc(=O)c3cc(OC)c(OC)cc3c2-c2cc(F)cc(OC)c2)cc1
8	3	CCCN(CC1CC1)C(=O)COC(=O)c1ccc(C)cc1O
1	3	COc1ccc(Br)cc1CN(C)C(=O)C1=CC=CN2CCS(=O)(=O)N=C12
1	5	N#Cc1ccc(Cl)cc1NC(=O)CSc1cccc[n+]1[O-]
2	-3	CCN(CC)S(=O)(=O)c1cc(NC(=O)CCn2[nH]c(=O)ccc2=O)ccc1C
5	-1	CCOc1ccc2nc(SCC(=O)NCC3CCCO3)sc2c1 (stereo unspecified)
9	5	CC(C)(C)N(Cc1ccccc1)C(=O)COC(=O)C1CCCCC1
3	12	Cc1ccc(Nc2cccc(C(F)(F)F)c2)nn1

# These rows are one share of the data. The share of hits here may be higher or lower than overall.
